Compound activity (PubChem BioAssay)
Nrf2 ARE act = Nrf2 pathway activation. AREc32 ARE-luciferase reporter (MCF7-derived line), luminescence, 24 h. Potency, µM (titrated, usually from 46.1 µM), for inactives: top-dose activation, usual class: activators. 410,000 compounds, 0.31% hits. AID 624171; also: potency is read from the fitted curve at half-maximal effect; % of control where 0% means no effect; nearly all actives have a fitted effect of over 65% in size
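Each well held 1000 AREc32 cells, which were incubated with compound for 24 hr at 37 deg C after overnight attachment, and ARE reporter activity was quantified by firefly luciferase luminescence.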
pAkt inh = Akt phosphorylation inhibition; Neuro2A IGF-stimulated pAkt S473 HTRF, 20 min; stronger effect = lower value; activity change, % for hits at 50 µM; 360,000 compounds, 0.32% hits; AID 651550; in the data active = activity change below about -80%; inconclusive = mostly about -51% to -80%; also: % is scaled to controls: 0 for no effect and ±100 for the full control effect
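Neuro2A cells in DMEM with 0.5% FBS, overnight at 37 deg C, given compound at single 50 µM final, then IGF (6 nM final) for 20 min at 37 deg C. Lysed; phospho-Akt Ser473 by HTRF after 24 h, 665/615 ratio.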
Mm-Cpn inhibitor = inhibitors of Methanococcus maripaludis chaperonin (MmCpn) | AID 504842 | Potency, µM (doses to about 76.9 µM), without a hit: at the highest dose activity, negative = inhibition, hits mostly inhibitors | purified Mm-Cpn ATPase, ADP Transcreener TR-FRET | 330,000 compounds, 0.031% hits; also: potency is read from the fitted curve at half-maximal effect; % is scaled to controls: 0 for no effect and ±100 for the full control effect; nearly all actives have a fitted effect of over 80% in size
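Purified archaeal Mm-CPN (25nM final) preincubated 10 min at 37degC with compound, then 10uM ATP for 30 min at 37degC; ADP measured by HTRF Transcreener TR-FRET; buffer 30 mM TRIS pH 7.4, 100mM KCl, 5mM MgCl2, 1mM DTT.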
CCT modulator = cytosolic chaperonin activity modulation; purified chaperonin ATPase assay, HTRF ADP detection, 30 min; activity change, % (test concentration not listed), hits read low; 360,000 compounds, 0.3% hits; in the data active = activity change below about -30%; also: % is scaled to controls: 0 for no effect and ±100 for the full control effect
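First, chaperonin was dispensed at 40 nM or 20 nM final depending on batch activity. Next, compounds were pinned at 76 uM and ATP added at 10 uM. After 30 min at 37 °C, ADP detection reagents ran 30 min at ambient temperature.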
TGFb inhibitor = TGF-b pathway inhibition | HepG2 CAGA-GFP TGF-b/SMAD3 reporter, GFP fluorescence, 18 h; TGF-beta stimulated, 500 pg/mL final | Potency, µM (titrated, usually from 46.1 µM), inactives show top-dose activity, negative = inhibition, most hits filed as inhibitors | 410,000 compounds, 1.2% hits | AID 588855; also: potency is read from the fitted curve at half-maximal effect; % is scaled to controls: 0 for no effect and ±100 for the full control effect; nearly all actives have a fitted effect of over 65% in size
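HEPG2 CAGA-GFP, 1000 cells/well; 2 h settle, 37 C; cpd via pin tool; TGF-b 500 pg/mL final; 18 h, 37 C; GFP imaging ex488/em500-530; %Activity normalised to -TGF-b and +DMSO controls; CRC fit, curve class.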
Nrf2 block = inhibitors of Nrf2 signaling | 360,000 compounds, 2.1% hits | Potency, µM (titrated, usually from 46 µM), for inactives: at the top dose activity change, negative = inhibition, usual class: inhibitors | AID 504444 | A549 ARE-Fluc reporter, luciferase luminescence, 18-24 h; also: potency is read from the fitted curve at half-maximal effect; % is scaled to controls: 0 for no effect and ±100 for the full control effect; nearly all actives have a fitted effect of over 60% in size
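A549 ARE_Fluc cells, 5000/well, 5% FBS OPTI-MEM; compounds in dose-response, 18-24 h at 37 °C/5% CO2; CellTiter-Fluor viability read (Ex 405/Em 525), then BugLite luciferase luminescence = Nrf2 activity.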
ATXN viability = viability counter-screen for ATXN expression inhibitors; AID 651635; S2 cells (HEK-293 line with an ATXN2-luciferase reporter) viability, CellTiter-Fluor protease fluorescence, 24 h; Potency, µM (doses to about 56.7 µM), hits mostly cytotoxic; 400,000 compounds, 0.49% hits; also: potency is read from the fitted curve at half-maximal effect; nearly all actives have a fitted effect of over 40% in size
A549 viability = kills or reduces viability of A549 cells in Nrf2 counter-screen; Potency, µM (top dose mostly 46 µM), for inactives: at the highest dose activity change, negative = cytotoxicity, hits mostly inhibitors; A549 ARE-Fluc cells, CellTiter-Fluor viability, 18-24 h; 390,000 compounds, 0.16% hits; also: potency is read from the fitted curve at half-maximal effect; % is scaled to controls: 0 for no effect and ±100 for the full control effect
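A549 ARE_Fluc cells in 5% FBS OPTI-MEM were exposed to compounds in concentration-response for 18-24 h at 37 deg C. Viability was read by CellTiter-Fluor fluorescence (Ex 405/Em 525) after 30 min, before the luciferase read.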
HepG2 tox = HepG2 cytotoxicity, counter-screen for TGF-b inhibitors; 410,000 compounds, 0.76% hits; HepG2 CAGA-GFP viability, ATP luminescence, 18 h; Potency, µM (doses to about 46.1 µM), without a hit: at the highest dose activity change, negative = cytotoxicity, most hits filed as cytotoxic; AID 588856; also: potency is read from the fitted curve at half-maximal effect; some results filed as inactive show a strong effect at the top dose
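CellTiter-Glo luminescence gave cytotoxicity after 18 hours at 37 degrees C. The cells were HepG2 CAGA-GFP in 1% FBS DMEM, stimulated with 500 pg/mL TGF-beta after compound addition. %Activity was normalised to no-cell wells (complete cell-killing) and DMSO (no toxicity), and curves were fitted and classified.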
* marks the source's active call; other numbers are inactive results; i = inactive; ? = inconclusive; · = not tested or not shown; [ ] = remark or other dose. Unless noted, calls follow the shape of the dose curve; as a rule, active = well fitted curve in the direction sought with a large enough effect; inconclusive = small, poorly fitted or top-dose-only effect, or another doubt; inactive = no such curve, though single readings can be large; an effect the other way counts as inactive or inconclusive.

SMILES | Nrf2 ARE act | pAkt inh | Mm-Cpn inhibitor | CCT modulator | TGFb inhibitor | Nrf2 block | ATXN viability | A549 viability | HepG2 tox
CC(C)(C)c1ccc(-c2nc(C#N)c(NCc3ccncc3)o2)cc1 | 3.6% | i | -1% | -0.7 | 20% | ? | i | -4% | -34%
CC(C)(C)NC(=O)CSc1ncccc1-c1nc2ccccc2[nH]1 | -0.6% | i | 0% | -0.5 | 6% | 0% | i | 5% | 0%
Cc1ccc(C(=O)N/C(=C\c2ccc(F)cc2)C(=O)NCCN2CCOCC2)cc1 | -0.5% | i | 2% | 0.0 | -14% | 11% | i | 1% | 7%
CCCCc1ccc(NC(=O)N[C@H](C(=O)O)C(C)C)cc1 | 0.7% | i | 2% | -2.5 | 13% | -13% | i | -1% | -9%
Cc1ccccc1NC(=O)c1ccccc1O | 2.7% | i | 1% | -0.2 | ? | 3% | i | 6% | -1%
COc1ccc2nc(C)cc(SCC(=O)N/N=C/c3ccco3)c2c1 | 23% | i | -26% | 1.7 | 3% | 0% | i | -2% | -10%
COc1ccc2nc(N3C(=O)/C(=C/c4ccccc4)NC3=S)sc2c1 | 0.1% | i | 1% | -3.0 | 16% | -13% | i | -26% | -17%
C=CCNC(=O)c1ccccc1CCc1ccccc1 | -0.6% | i | -4% | -0.4 | 6% | 2% | i | 4% | 2%
COc1ccc(N2CCN(C(=O)/C(C#N)=C/c3ccccc3)CC2)cc1 | -0.2% | i | 2% | -1.4 | -9% | -2% | ? | -8% | -7%
Cc1ccc(N2C(=S)N=C(Nc3ccccc3C)C23CCOC(C)(C)C3)cc1 (stereo unspecified) | -0.3% | i | -1% | -1.6 | ? | 5% | i | · | -41%
O=C(CSc1nc2ncccc2[nH]1)Nc1cc(F)ccc1F | 0.2% | · | · | · | -28% | -1% | · | 2% | -18%
COc1ccc(NC(=O)CN(C)C(=O)c2ccc(N3CCCC3)c([N+](=O)[O-])c2)cc1 | -0.1% | i | -1% | -2.7 | -6% | -5% | i | 1% | -7%
CCc1cccc(NC(=O)CCn2c(=O)c3cccn3c3cccnc32)c1 | 0.3% | · | · | · | ? | -2% | · | -2% | -3%
CC(=O)Nc1ccc(/C(C)=N/NC(=O)c2ccncc2)cc1 | 3.6% | i | -5% | 1.1 | 9% | 11% | i | 5% | -18%
COc1ccc(-c2cc(C(=O)N3CCCC(C(F)(F)F)C3)c3ccccc3n2)cc1OC (stereo unspecified) | 5.4% | i | -1% | 2.3 | 3% | -10% | i | -7% | -19%
CCCC(=O)c1c[nH]c(C(=O)NCCCN2CCOCC2)c1 | 0.4% | i | -1% | 0.2 | 1% | 1% | i | 8% | -8%
CN(CC(=O)Nc1ccc(C#N)cc1)Cc1ccc(Cl)cc1 | 0.0% | i | -2% | -6.8 | -11% | ? | i | 9% | -35%
CC1(C)CC(=O)C2=C(C1)OC(=O)C2(NC(=O)c1cccs1)C(F)(F)F (stereo unspecified) | -0.5% | i | 1% | -0.6 | 17% | 2% | i | -8% | 0%
Cc1ccc2cccc(S(=O)(=O)Nc3ccc4c(c3)OCO4)c2n1 | -0.8% | i | -1% | -1.1 | ? | · | i | 0% | -4%
CCOc1ccc(NC(=O)CN(C)C(=O)c2ccc(C)c(S(=O)(=O)N3CCCCC3)c2)cc1OCC | -0.3% | i | 1% | -0.9 | 0% | -9% | ? | -14% | 2%
CCCNC(=S)Nc1c(C)n(C)n(-c2ccccc2)c1=O | -0.3% | i | 4% | 2.4 | -10% | 0% | i | -4% | -10%
CCN1CCN(C(=O)C2CCN(S(=O)(=O)N3CCC4(CC3)OCCO4)CC2)CC1 | -0.6% | i | 1% | 0.3 | 4% | 6% | i | 2% | -1%
CCc1ccccc1NC(=O)c1nnn(CC(=O)Nc2cccc(C)c2C)c1N | 0.5% | i | -13% | -2.2 | -1% | -26% | ? | -7% | 0%
Cc1cc(NC(=O)COC(=O)c2cccc(S(=O)(=O)N3CCOCC3)c2)no1 | 0.2% | i | 1% | 1.1 | 4% | -10% | i | -1% | 9%
CN(C)C(=O)COc1ccc(Oc2ccccc2)cc1 | -0.8% | i | 3% | -2.0 | 1% | 5% | i | 0% | -2%
COc1ccc(C(=O)N2CCCC(C(=O)N3CCCCCC3)C2)cc1 (stereo unspecified) | -0.2% | i | -1% | -3.3 | 14% | 3% | i | 0% | -10%
O=C(COC(=O)CNC(=O)c1ccc(Cl)cc1Cl)NNC(=O)c1ccccc1F | -0.1% | i | 1% | -4.6 | 11% | -6% | i | -15% | -1%
COc1ccc(S(=O)(=O)N(Cc2ccccc2)c2ccccc2C(=O)O)cc1 | -0.2% | i | 0% | -0.4 | 1% | 7% | i | -6% | -4%
Cc1ccc(S(=O)(=O)NCCC(=O)OCC(=O)N(C)c2ccccc2)cc1 | 0.1% | i | 2% | 0.7 | ? | 5% | i | -3% | 5%
O=C1C=C(c2ccc(F)cc2OCc2ccccc2)C[C@@H](c2ccc3c(c2)OCO3)C1 | -0.8% | i | 0% | 0.4 | 16% | ? | i | -3% | -6%
CCOc1ccccc1CN1CCNC(=O)C1CC(=O)N(C)CCC1CCOCC1 (stereo unspecified) | -0.3% | i | -3% | -0.1 | 7% | 10% | i | -2% | 3%
O=CN(c1ccccc1)c1ccc2ccccc2c1 | 3.9% | i | -1% | 0.3 | 17% | 26% | · | 4% | 5%
Cc1ccc(NC(=O)CSc2nnc(NC(=O)NC3CCCCC3)s2)cc1 | 6.7% | · | · | · | 1% | · | · | 2% | -12%
CC1CCCN(S(=O)(=O)c2ccc3[nH]c(=O)cc(C(=O)NCCCN4CCCCCC4)c3c2)C1 (stereo unspecified) | -1.1% | i | · | -3.0 | -2% | · | ? | · | 3%
Cn1c(SCC2CCCO2)nnc1-c1ccc([N+](=O)[O-])cc1 (stereo unspecified) | 2.3% | i | -1% | -1.1 | -6% | -22% | i | -11% | 4%
Cc1cccc(NC(=O)N2CCCc3ccccc32)c1C | 0.1% | i | -3% | 0.1 | 3% | 4% | i | -5% | 14%
COCCn1c(N)c(C(=S)NC(=O)c2cccs2)c(=O)[nH]c1=O | 1.6% | i | -7% | 1.1 | -4% | 3% | i | 7% | -3%
Cc1ccc(NC(=O)CN(C)C(=O)Cc2coc3cc(C)c(C)cc23)cc1 | 3.6% | i | · | 1.6 | 2% | -11% | i | 0% | 0%
Cc1cc(SCC(=O)Nc2ncc(Cl)cc2Cl)nc2ccccc12 | 2.0% | i | -19% | -3.1 | -16% | 4% | i | -7% | -12%
CCN1CCc2c(sc(NC(=S)NC(=O)c3cccc(F)c3)c2C(N)=O)C1 | · | · | · | · | 56%[activator] | ? | · | -7% | -14%

Molecules listed so far containing a CF3 group:
SMILES | Nrf2 ARE act | pAkt inh | Mm-Cpn inhibitor | CCT modulator | TGFb inhibitor | Nrf2 block | ATXN viability | A549 viability | HepG2 tox
COc1ccc(-c2cc(C(=O)N3CCCC(C(F)(F)F)C3)c3ccccc3n2)cc1OC (stereo unspecified) | 5.4% | i | -1% | 2.3 | 3% | -10% | i | -7% | -19%
CC1(C)CC(=O)C2=C(C1)OC(=O)C2(NC(=O)c1cccs1)C(F)(F)F (stereo unspecified) | -0.5% | i | 1% | -0.6 | 17% | 2% | i | -8% | 0%

(list continues)
SMILES | Nrf2 ARE act | pAkt inh | Mm-Cpn inhibitor | CCT modulator | TGFb inhibitor | Nrf2 block | ATXN viability | A549 viability | HepG2 tox
CN(C)c1ccc(NC(=O)N2CCOCC2)cc1 | 3.0% | i | ? | 0.1 | 6% | 11% | i | -11% | -5%
COc1ccc(N2CCN(C(=O)c3ccc(Cn4c(=S)[nH]c5ccc(N6CCOCC6)cc5c4=O)cc3)CC2)cc1 | -0.1% | i | 1% | -3.4 | -1% | -21% | · | -8% | -4%
C=CC(=O)Oc1ccc(N2Cc3ccccc3C2=O)cc1 | ? | i | · | 1.2 | ? | ? | 32µM* | -4% | -42%
C=CCn1c(SCC(=O)NCCC2=CCCCC2)nc2ccc(Cl)cc2c1=O | 1.3% | i | 1% | 2.3 | -7% | 8% | i | 0% | 9%
COc1ccc(C(=O)n2nc(-c3ccco3)nc2NCc2cccs2)cc1 | -1.0% | · | · | · | 1% | ? | i | 5% | -54%
Cn1nnnc1SCCCNCc1cccc(OCc2ccccc2Cl)c1 | 5.9% | · | · | · | 10µM* | 24% | ? | ? | -81%
CCOc1ccc(C2C(C(=O)OC)=C(C)N=C3SCCC(=O)N32)cc1OCC (stereo unspecified) | -0.3% | i | 0% | 0.1 | 9% | 7% | i | -2% | 2%
Cc1ccc(-c2ccc(=O)n(CCC(=O)N3CCN(c4cccc(C)c4)C(C)C3)n2)cc1 (stereo unspecified) | -0.3% | i | -3% | -0.1 | ? | 0% | ? | -2% | -45%
Cc1ccc(/C=C/c2onc(C)c2S(=O)(=O)N2CCC(C(=O)NCc3ccc(OC(C)C)cc3)CC2)cc1 | 2.5% | · | · | · | -12% | · | · | 8% | 9%
CC(=O)c1ccc(OCCCC(=O)Nc2cccc(S(=O)(=O)N3CCCCC3)c2)cc1 | -0.8% | i | -1% | -0.1 | -24% | -22% | i | 2% | -8%
COC(=O)C1=C(CSc2nncn2C)NC(=O)NC1c1ccc(F)cc1 (stereo unspecified) | 0.0% | i | -2% | 3.1 | 22% | 1% | i | 9% | -13%
CC1Cc2cc(/C(O)=C3/C(=O)C(=O)N(CCN4CCOCC4)C3c3ccc(C(C)C)cc3)ccc2O1 (stereo unspecified) | -0.3% | i | -2% | 0.3 | 20% | 1% | i | -4% | 3%

Outcome played no part in choosing rows; 4.4% or so of the library scored in one or more.
